Screening results as filed in PubChem BioAssay.
HEK293 NOD2/NF-kB: NOD2 signaling inhibitors, cell-based, luminescence, uHTS, HEK293 (AID 1566). HEK293 NOD2/NF-kB luciferase reporter, luminescence; higher % means a stronger effect. one-dose inhibition, % at 4 µM; EC50 in µM for titrated hits. 290,000 compounds, 0.63% hits; also: many of its hits are not listed in these tables
GPR55 activation: GPR55 agonists via beta-arrestin recruitment, primary screen, imaging, U2OS cells, beta-arrestin-GFP redistribution (AID 1961); G-protein coupled receptor 55 (Homo sapiens); activation, % at 10 µM, or EC50 in µM where a hit was titrated; U2OS GPR55 beta-arrestin-GFP redistribution imaging; higher % means a stronger effect; 290,000 compounds, 0.048% hits;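 active = activation above 40% with more than 50 cells counted in the well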;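 also: U2OS osteosarcoma cells stably expressing GPR55 and beta-arrestin-GFP; plate controls were DMSO negative control for no effect and LPI positive control for full effect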
KOR beta-arrestin-1: KOR antagonists, beta-arrestin recruitment, cell-based, luminescence, uHTS (AID 1778); Kappa-type opioid receptor (Homo sapiens); KOR beta-arrestin recruitment, luminescence, antagonist mode; higher % means a stronger effect; one-dose inhibition, % at 10 µM; IC50 in µM for titrated hits; 290,000 compounds, 0.091% hits; also: strong numbers were not always called active
KOR beta-arrestin-2: KOR agonists, beta-arrestin recruitment, primary screen, cell-based, luminescence, uHTS (AID 1777); Kappa-type opioid receptor (Homo sapiens); KOR beta-arrestin recruitment, luminescence; higher % means a stronger effect; one-dose activation, % at 10 µM; EC50 in µM for titrated hits; 280,000 compounds, 0.02% hits; in the data active = activation above about 50%, passing the limit was not always enough; also: a part of the inactive calls stands beside numbers as strong as those of hits
GPR55 antagonists: GPR55 antagonists blocking LPI-driven arrestin recruitment, primary screen, imaging, U2OS, beta-arrestin-GFP, LPI agonist (AID 2013). G-protein coupled receptor 55 (Homo sapiens). U2OS GPR55 beta-arrestin-GFP translocation imaging, LPI antagonism; higher % means a stronger effect. one-dose inhibition, % at 10 µM; IC50 in µM for titrated hits. 290,000 compounds, 0.13% hits;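 active = spots per cell inhibited over 60%, with over 100 cells counted and total cytoplasm intensity under 500,000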;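 also: U2OS cells stably carrying GPR55 and arrestin-GFP stimulated by 5 µM LPI near EC80; imaged beta-arrestin-GFP aggregate spots per cell after agonist stimulation; plate controls were LPI-stimulated DMSO wells for no effect and DMSO wells without LPI for full effect; some results filed as inactive read as strong as hits; confirmed hits need IC50 under 10 µM and bright autofluorescent wells are also inconclusive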
NOD1 inhibition: NOD1 signaling inhibitors, primary screen, cell-based, luminescence, uHTS (AID 1578). 290,000 compounds, 1% hits. NOD1-driven NF-kB luciferase reporter cells, luminescence; higher % means a stronger effect. inhibition, % at 4 µM; hits with a dose series show EC50 in µM; in the data active = inhibition mostly above about 36%, no sharp cut-off; inactive = mostly below about 34%;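 also: HEK-293T reporter cells stimulated with the NOD1 agonist gamma-tri-DAP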
HIV peptide binding: inhibitors of HIV fusion peptide binding, primary screen, biochemical, uHTS, fluorescence dequenching (AID 1986). cell-free peptide binding, fluorescence dequenching, 30 min; higher % means a stronger effect. inhibition, % at 20 µM; hits with a dose series show IC50 in µM. 290,000 compounds, 0.3% hits; in the data active = inhibition mostly above about 52%, no sharp cut-off; inactive = mostly below about 76%; also: some results filed as inactive read as strong as hits
Large T inhibition: SV40 large T antigen inhibitors, biochemical (AID 1903); SV40 large T antigen ATPase/helicase inhibition assay; higher % means a stronger effect; inhibition, % at 20 µM, or IC50 in µM where a hit was titrated; 310,000 compounds, 0.39% hits; in the data active = a potency from the dose series; also: strong numbers were not always called active
Rac1 GTP hydrolysis: MgcRacGAP GTPase-activating activity inhibitors, confirmation, biochemical, ADP Hunter fluorescence | MgcRacGAP-stimulated Rac1 GTP hydrolysis, ADP Hunter fluorescence; higher % means a stronger effect; GST-tagged Rac1 F28L mutant substrate | inhibition, % at 30 µM, or IC50 in µM where a hit was titrated | 340,000 compounds, 0.6% hits | Rac GTPase-activating protein 1 (Homo sapiens);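 active = first-screen hits whose inhibition reached a set limit at any dose in the follow-up dose series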;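 also: fluorescence reports GDP produced by GAP-driven GTP hydrolysis; strong numbers were not always called active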
* = called active by the depositor; . = no result given; [ ] = dose if it differs, or a comment. Rule as the data show it, unless noted: active = inhibition above about 50%; inactive = the rest. This is a subset. The share of hits here may be higher or lower than overall.

Fields – NOD1 inhibition | Large T inhibition | GPR55 activation | GPR55 antagonists | KOR beta-arrestin-1 | Rac1 GTP hydrolysis | KOR beta-arrestin-2 | HEK293 NOD2/NF-kB | HIV peptide binding
> COc1ccccc1N(CC(=O)NC(C)(C)C)C(=O)C1CSC(=O)C1 (stereo not drawn)
→ -14.6% | 4.1% | 0.0% | 2.7% | 25.0% | 4.2% | -0.1% | 18.1% | 0.7%
> CSc1nc(O)cc(=O)n1-c1ccc(F)cc1
→ -12.8% | 3.5% | -0.1% | 9.7% | -3.4% | -0.4% | -0.6% | -8.5% | -0.7%
> Cc1cc(NC(=O)CSc2ccc(Cl)cc2)no1
→ -22.7% | 1.6% | -0.1% | -0.6% | -25.7% | 9.4% | -1.0% | -1.8% | 3.0%
> Cc1ccc(COCCN2CCN(S(=O)(=O)c3ccccc3)CCC2=O)cc1
→ -8.0% | 14.8% | 0.0% | -3.7% | -0.4% | 1.2% | 1.2% | -8.9% | -0.7%
> C=C(C)CCC1(C)NC(=O)N(c2ccccc2)N1 (stereo not drawn)
→ -10.1% | 6.4% | -0.1% | 17.5% | 11.9% | 9.7% | . | -30.8% | -5.2%
> CCn1c2ccccc2c2nnc(SCc3cc(=O)n4ccsc4n3)nc21
→ -11.2% | . | -0.2% | -9.7% | -29.7% | . | 4.2% | 10.9% | 2.0%
> CCCOc1ccc(C2c3c(oc4ccccc4c3=O)C(=O)N2CCN(CC)CC)cc1OC (stereo not drawn)
→ -20.7% | 1.0% | 0.2% | 0.7% | -24.3% | 14.4% | 1.8% | -10.9% | 42.5%
> Cc1ccccc1NC(=S)NCC(c1cccnc1)N(C)C (stereo not drawn)
→ -30.4% | 2.3% | -0.5% | 1.9% | 26.0% | 4.2% | 14.2% | -3.0% | 0.0%
> CC(=O)N1c2ccc(S(=O)(=O)N3CCC(C(=O)Nc4cccc(Cl)c4)CC3)cc2CC1C (stereo not drawn)
→ -16.4% | 10.4% | -0.1% | -1.4% | 16.2% | -11.4% | -6.4% | 21.9% | 0.2%
> Cc1ccc(-n2nnc(-c3ccnc4ccccc34)n2)cc1
→ -15.5% | 9.2% | -0.1% | 9.1% | 4.0% | 13.6% | -2.8% | -94.1% | -0.2%
> O=C1C(Cl)=C(Nc2ccccc2O)C(=O)N1CCc1ccccc1
→ -13.5% | 6.5% | 1.1% | -2.8% | 35.0% | 13.7% | 2.1% | 4.0% | 7.3%
> CCN(CC)CC(=O)Nc1nn(-c2ccccc2)nc1C(N)=O
→ 7.8% | -7.1% | -2.0% | 9.0% | -17.9% | -0.5% | 8.2% | -10.7% | -1.5%
> O=C(COC(=O)C1(c2ccc(F)cc2)CCCC1)N1CCc2ccccc21
→ -34.8% | 3.3% | -0.1% | 10.8% | -0.3% | 7.0% | -1.5% | -13.0% | -0.5%
> COc1ccc(C2(NC(C)=O)CCN(C(=O)c3ccco3)CC2)cc1
→ 5.9% | 3.1% | -0.2% | -6.4% | -5.2% | 4.1% | -8.5% | -12.8% | 0.1%
> C=CCc1cc2c(oc(=O)c3ccccc32)c(C)c1O
→ 39.4% | -2.5% | -0.1% | 4.8% | -11.2%[20 µM] | -5.6% | . | 7.6% | -0.9%
> COc1ccccc1-n1nnnc1SCC(=O)NC1CCCC1
→ -15.8% | -3.3% | 0.2% | -1.9% | 47.7% | -8.1% | -6.1% | 4.2% | -1.8%
> COc1ccc(NC(=O)CC(C)NCCCN2CCCC2=O)cc1 (stereo not drawn)
→ 2.0% | 7.6% | 0.0% | 6.2% | -0.5% | 25.1% | -2.3% | 0.2% | -2.2%
> CCOCCCn1c(SCC(=O)NC(C)C)nc2ccccc2c1=O
→ -9.3% | 3.6% | -0.2% | 4.1% | -4.9% | -1.7% | 1.3% | -7.4% | -0.8%
> Cc1ccc(CSCCNC(=O)c2ccc(Cl)c(S(=O)(=O)N3CCOCC3)c2)cc1
→ 8.5% | -2.5% | 0.6% | -3.2% | -17.1% | 7.0% | -0.6% | 14.8% | 2.1%
> Fc1ccc2nc3c(nc2c1)CCCC3
→ -3.5% | 9.1% | 0.4% | 14.5% | 27.7% | 7.4% | -2.6% | 17.9% | -2.3%
> COc1ccccc1NC(=O)CSc1nc(C)c2c(c1C#N)CCCC2
→ . | 2.1% | -0.3% | -2.5% | -95.1% | 11.4% | 4.8% | 29.1% | -4.1%
> CCCn1c(SCC(=O)N2CCc3ccccc32)nnc1-c1ccco1
→ -5.8% | 3.4% | -0.1% | -2.2% | -5.5% | 8.6% | 4.7% | -4.2% | 9.2%
> CC(=O)NC(=O)NC1CSCC1OC(C)=O (stereo not drawn)
→ -17.4% | 1.0% | -0.1% | 11.8% | 0.1% | -9.2% | 1.5% | -9.0% | -0.8%
> CC(=O)NN1C(=O)/C(=C/c2ccc(Br)o2)SC1=S
→ 12.0% | 36.5% | -0.2% | -2.6% | -21.5% | 38.6% | -6.8% | -1.6% | -1.8%
> CC(=O)c1ccc(Nc2cc(C)nc3c(C)cc(C)cc23)cc1
→ -42.7% | -2.2% | -0.4% | -7.2% | -49.8% | 21.1% | 3.1% | -126.0% | 1.1%
> COc1ccccc1C(=O)Nc1nnc(S(=O)(=O)N2CCOCC2)s1
→ -14.3% | 6.2% | -0.2% | 5.5% | 12.1% | -13.4% | -4.0% | -6.9% | 2.1%
> CCC(C)[C@H](NC(=O)NC(C)C)C(=O)O (stereo partly drawn)
→ -17.1% | 1.1% | -0.2% | 9.4% | 3.3% | 9.2% | -1.1% | 5.5% | -0.8%
> O=C(N/N=C/c1c[nH]c2ccccc12)c1sc2ccccc2c1Cl
→ -36.2% | 1.1% | -0.5% | -5.6% | 2.7% | 7.9% | 0.6% | -45.5% | -1.5%
> O=C(NCC(=O)N(c1cccc(F)c1)C(C(=O)NC1CCCC1)c1ccncc1)c1ccco1 (stereo not drawn)
→ -19.1% | 2.1% | -0.2% | -58.0% | -34.7% | 3.2% | -0.4% | -3.3% | 0.0%
> Cc1ccc(Oc2ccc(S(=O)(=O)N3CCOCC3)cc2C(N)=O)c(-n2nc3ccccc3n2)c1
→ -4.2% | 24.0% | -0.1% | 9.5% | -69.1% | 0.8% | 0.3% | -25.2% | 0.2%
> NC(=S)N=Nc1c(O)n(CCCl)c2ccccc12
→ -30.3% | 4.4% | -0.1% | -2.9% | -47.3% | . | -3.3% | -17.2% | -3.5%
> CC1CCN(C(=O)N2c3ccccc3Sc3ccccc32)CC1
→ 19.5% | 4.5% | -0.1% | 17.7% | -21.8% | 8.1% | -4.4% | 20.0% | 1.1%
> C/C(=N/NC(=O)CN1CCN(S(=O)(=O)c2ccc(C)cc2)CC1)c1cccc(O)c1
→ 2.3% | 11.8% | -0.1% | 12.6% | 17.2% | 1.6% | -2.7% | 8.2% | 1.1%
> Oc1ccc(-c2cc(-c3ccc(O)cc3)nc(-c3ccccc3)n2)cc1
→ -2.9% | 27.0% | 0.0% | 13.7% | 6.6% | 5.3% | -1.1% | -5.9% | 3.7%
> Cc1ccc(-n2c(C)cc(/C=N/NC(=O)Cn3c4ccccc4c(=O)c4ccccc43)c2C)cc1
→ -15.4% | 15.4% | -0.2% | 7.7% | 43.0% | 7.2% | -2.9% | 1.6% | 16.0%
> COC(=O)c1c[nH]n2c(=O)c(Cc3ccc(F)cc3Cl)c(C)nc12
→ 3.5% | 2.9% | 0.0% | 4.2% | -2.1% | 13.1% | 0.5% | 17.5% | -3.8%
> CCCN(Cc1ccc(N(C)C)cc1)CC1CC1
→ -15.0% | 14.0% | 0.3% | 0.5% | -14.2% | 4.3% | 14.0% | -14.8% | 5.3%
> Cn1c(NC(=O)C2CCCC2)cc(=O)n(C)c1=O
→ 5.0% | 2.8% | -0.2% | 5.6% | -7.3% | 5.1% | 1.9% | -5.5% | -1.6%
> CCOC(=O)c1c(NC(NC(=O)C(C)C)C(Cl)(Cl)Cl)sc2c1CCC2 (stereo not drawn)
→ -6.9% | 5.8% | 0.5% | 12.2% | 11.6% | 8.8% | 9.5% | 7.6% | 10.3%
> Cc1cc(Cl)cc(Br)c1OCCCCn1cncn1
→ -12.7% | 5.1% | -0.1% | 5.5% | -43.5% | 15.5% | 5.5% | 1.1% | 1.3%
> Cn1nc(C(F)(F)F)c(-c2ccc(Br)cc2)c1NC(=O)Nc1ccc(F)cc1F
→ 2.8% | 1.2% | 0.0% | 12.1% | -4.0% | -1.8% | 3.1% | 5.2% | -1.4%
> CCCc1nc2ccccc2c(C(=O)OCC(=O)NCc2ccco2)c1CC
→ 7.8% | 6.5% | -0.2% | 5.1% | 10.4% | 1.2% | -4.4% | 9.2% | -2.4%
> CC(C)c1ccc(C(=O)Nc2ccc(CN3CCOCC3)cc2)cc1
→ 6.8% | -4.6% | -0.1% | 5.6% | -14.4% | 7.6% | -0.9% | 19.3% | -1.0%
> COc1ccc(OCCNS(=O)(=O)c2ccccc2)cc1
→ -20.9% | . | 0.1% | 14.2% | -14.2% | -3.3% | -4.5% | 8.9% | 0.9%
> Cc1cc(C)c2ccc(=O)n(CC(=O)N/N=C/c3ccccc3Cl)c2n1
→ 7.2% | 0.9% | 1.0% | -0.8% | 20.2% | 5.9% | 2.1% | -6.6% | 0.2%
> Cc1cccc(NC(=O)c2ccc(S(=O)(=O)NCc3cccnc3)cc2)c1C
→ -0.8% | 16.7% | -0.1% | 13.5% | 35.9% | 8.1% | -1.4% | 9.0% | 0.8%
> COc1ncnc2c1oc1nc(CC(C)C)c3c(c12)CCCC3
→ -3.8% | 9.8% | 0.2% | 1.5% | -48.1% | 5.5% | . | 9.2% | -3.4%
> COc1ccc2c(c1)cc1n2CCN=C1NN
→ -7.5% | 5.5% | -0.1% | 3.9% | 18.2% | 7.2% | 5.5% | 7.0% | -1.2%
> Cc1cc(SCC(=O)NC(=O)c2cccn2C)nc2ccccc12
→ -11.4% | 17.8% | -0.1% | 14.8% | -10.0% | 1.3% | 3.1% | -24.4% | 1.7%
> O=C(CN1CCN(Cc2ccccc2)CC1)N1N=CCC1c1ccccc1 (stereo not drawn)
→ . | -4.3% | 0.9% | -8.7% | -27.0% | 8.1% | 8.3% | . | -1.2%
> Cc1ccccc1-c1noc(-c2ccccc2F)n1
→ -102.8% | 6.0% | -0.1% | 13.6% | 9.4% | 4.1% | -3.7% | -82.7% | -2.0%
